Bioassay records from PubChem.
Casp6 inh: blocks human caspase-6 cleavage activity; P55212; purified caspase-6, Z-VEID-R110 cleavage fluorescence; inhibition, % at 12.5 µM; 350,000 compounds, 0.53% hits; AID 686996;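 active means mean inhibition across replicates at least about 35%, with every replicate also reaching that limit, limit read from the data; inconclusive means only one of the two criteria met; inactive means neither criterion met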;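 further: 0% = median of neutral control wells and 100% = no fluorescence left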
Target sequence (P55212 24-179 limits assumed): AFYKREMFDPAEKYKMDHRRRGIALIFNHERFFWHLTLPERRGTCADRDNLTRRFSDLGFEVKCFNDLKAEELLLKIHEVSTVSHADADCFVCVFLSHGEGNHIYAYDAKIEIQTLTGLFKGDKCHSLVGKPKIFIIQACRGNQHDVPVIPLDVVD
Target sequence (P55212 194-293 limits assumed): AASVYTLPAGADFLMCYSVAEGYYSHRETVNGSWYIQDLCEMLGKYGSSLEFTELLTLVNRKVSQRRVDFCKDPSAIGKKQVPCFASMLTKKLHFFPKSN
E-selectin induc: E-selectin induction on HUVECs; HUVEC E-selectin immunofluorescence imaging; normalized: neutral wells 0, TNF-alpha wells 100; P16581; 260,000 compounds, 0.37% hits; AID 686992; activation, % at 7.58 µM;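 active means mean E-selectin-positive cell signal at least 10% of the positive control, reached in at least 60% of replicates, without over 20% cell loss; inconclusive means no rule given, readout overlaps actives, possibly toxicity-flagged; inactive means the rest, including those meeting only one limit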;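 further: in these data hits start at about 27%; measured in HUVEC primary endothelial cells; signal is the percent of cells scored E-selectin positive by PE staining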
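Material: HUVEC primary endothelial cells; Amount: 3,000 cells per well; Dosing: single concentration; Medium: EGM-2 growth medium on 0.1% gelatin-coated wells; Read-out basis: percent E-selectin-positive cells; Signal: immunofluorescence imaging; Control set: TNF-alpha, DMSO.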
DENV2 CPE rescue: protects cells from dengue virus 2 cytopathic effect; 350,000 compounds, 1.7% hits; CPE inhibition, % at 9.99 µM; DENV2-infected cells, cytopathic effect rescue, plate reader; AID 651640; in the data active means CPE inhibition above about 20%, passing the limit was not always enough; inconclusive means no clear call, values can overlap the other calls; tested in BHK-21 cells;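 further: 0% = median of neutral control wells and 100% = median of positive control wells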
RAD52 anneal inh: inhibitors of human RAD52 DNA annealing | P43351 | recombinant RAD52 DNA annealing, FRET fluorescence | inhibition, % at 18.7 µM | 360,000 compounds, 0.46% hits | AID 651710;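 active means every replicate showing at least 50% inhibition; inconclusive means mean inhibition at least 50% but not in every replicate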
Target sequence (P43351 whole entry, looked up): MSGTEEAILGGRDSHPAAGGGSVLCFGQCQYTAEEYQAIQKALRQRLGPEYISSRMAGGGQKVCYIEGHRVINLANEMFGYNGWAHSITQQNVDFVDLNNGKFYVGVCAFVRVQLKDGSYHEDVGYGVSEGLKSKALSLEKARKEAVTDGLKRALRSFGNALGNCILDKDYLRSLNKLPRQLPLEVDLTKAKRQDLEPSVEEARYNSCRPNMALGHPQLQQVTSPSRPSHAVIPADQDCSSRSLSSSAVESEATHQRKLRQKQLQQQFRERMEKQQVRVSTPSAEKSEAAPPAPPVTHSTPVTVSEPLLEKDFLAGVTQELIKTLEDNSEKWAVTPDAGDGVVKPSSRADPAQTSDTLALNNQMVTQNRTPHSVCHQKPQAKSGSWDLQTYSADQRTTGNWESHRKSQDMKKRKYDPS
GSIS activator: primary screen for activators of insulin secretion dependent on glucose, INS-1E cells, GLuc reporter luminescence. 370,000 compounds, 0.61% hits. activation, % at 16.6 µM. AID 743287. INS-1E GLuc reporter insulin secretion, 2-3 h;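 active means lowest replicate activation of at least 40%, so every replicate reaches that level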;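 further: 0% = median of neutral control wells and 100% = median of IBMX positive control wells; some compounds called inactive have numbers as strong as hits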
CFTR F508del cor: correctors of CFTR F508del function in bronchial epithelial cells | CFBE cells, YFP halide quenching; stimulated with forskolin plus potentiator P3; % fluorescence drop versus neutral controls | activity (quench increase), % at 7.58 µM | 350,000 compounds, 0.36% hits | AID 720511;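 active means mean added fluorescence quench of at least 8% versus neutral control, with both replicates also reaching 8%; inconclusive means only one of the mean or replicate conditions met; inactive means mean below 8% and not both replicates reaching 8%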;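 further: cells transiently co-express mutant CFTR-F508del with the halide-sensitive YFP; corrector assay measuring rescue of mutant channel to the surface after 24 h compound exposure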
Xi reactivation: X-chromosome reactivation activator | XiGFP mouse fibroblasts, % GFP-positive cells imaging, 3 d; cells co-treated with 5-aza-dC sensitizer; scaled so ellipticine positive control = 100% | AID 743238 | 360,000 compounds, 0.055% hits | activation, % at 7.58 µM;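 active means mean normalized replicate activation at least 10% and every replicate at or above 10%; inconclusive means only one of the two criteria met; inactive means mean below 10% and not all replicates reach 10%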;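 further: 0% = median of on-plate neutral control wells and 100% = ellipticine 6 µM median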
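System: 68-5-11 XiGFP fibroblast line; Timing: 3 days compound exposure; Compound dosing: one concentration, pinned; Benchmarks: positive control ellipticine, 6 µM final; Buffer or medium: DMEM containing 5-aza-dC.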
RAD54 branch: blocks human RAD54 Holliday junction branch migration. Q92698. inhibition, % at 10.4 µM. 360,000 compounds, 0.14% hits. FAM/BHQ fluorescence;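 active means mean normalized replicate activity at least 40 and at least half of replicates scoring 40 or more; inconclusive means only one of the two criteria met; inactive means mean below 40 and under half of replicates reaching 40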;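 further: 0% = median of neutral control wells and 100% = median of positive control wells; inhibitors cause a drop in the FAM fluorescence signal; in these data hits start at about 50%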
Numbers without * were called inactive; ? = inconclusive; / = no result given.

SMILES	Casp6 inh	E-selectin induc	DENV2 CPE rescue	RAD52 anneal inh	GSIS activator	CFTR F508del cor	Xi reactivation	RAD54 branch
Nc1c(C(=O)O)cnc2nc(N3CCOCC3)nn12	4	/	-1	-6	-8	2.2	0.1	/
CN1CCN(C(=O)C[C@@H]2CC[C@@H]3[C@@H](COc4ccc(NC(=O)c5ccc(F)c(F)c5)cc4C(=O)N3C)O2)CC1	1	0.0	-6	0	-3	2.5	0.2	-1
COC(=O)[C@H](CC(C)C)NC(=O)NCc1ccc(Cl)cc1	0	-0.1	-5	-19	-3	0.2	0.1	0
COCCNC(=S)NNC(=O)c1ccc(-n2cnnn2)cc1	1	-0.1	2	-6	-6	/	0.1	/
O=C1CCCC2=C1C1c3ccccc3C(=O)N1c1ccc(C(=O)c3ccccc3)cc1N2 (centres undefined)	4	/	/	-42	-1	/	/	10
COC(=O)CN1C(C)=Nc2ccc(Br)cc2C1c1ccccc1 (centres undefined)	-1	/	/	-14	-5	/	/	-1
CCOc1ccc(NC(=O)Cn2nnc(C(=O)NCc3cccs3)c2N)cc1	-2	/	-8	-7	17	-3.2	0.5	6
Cc1ccc2oc(=O)c3cnn(CC(=O)NC4CCC(C)CC4)c3c2c1 (centres undefined)	-3	/	-21	-3	32	0.7	0.0	2
COc1ccc(C=NOCC(=O)OCC(=O)Nc2ccc(OC)cc2)cc1	0	/	-3	-12	-2	2.6	-0.1	10
CC(C)(C)c1ccc(C(CC(=O)O)NC(=O)c2ccccc2F)cc1 (centres undefined)	0	/	3	-1	9	1.6	0.2	/
OC[C@H]1[C@H](c2ccc(C#CC3CCCC3)cc2)[C@@H]2CN(CCC(F)(F)F)CCCCN12	-4	-1.0	-6	30	24	2.4	0.2	12
COc1cccc(/C=C2\SC(N)=NC2=O)c1OS(=O)(=O)c1ccccc1	-4	0.6	-2	-10	-2	0.2	0.0	/
C[C@@H]1CN([C@H](C)CO)S(=O)(=O)c2ccc(C3=CCCCC3)cc2O[C@H]1CN(C)C(=O)Cc1ccccc1	0	-0.1	9	13	-41	-1.5	-0.3	-5
Cc1[nH]c2ccc(Br)cc2c(=O)c1CN1CCCCCC1	-18	/	?	3	-8	0.8	?	-7
CC(=O)N1CCN(C(=O)C2CCN(S(=O)(=O)c3ccccc3C(F)(F)F)CC2)CC1	1	3.5	-4	-14	6	-0.2	0.3	0

Copied from the list:
In RAD54 branch, COc1ccc(C=NOCC(=O)OCC(=O)Nc2ccc(OC)cc2)cc1 reads 10
In Xi reactivation, COC(=O)[C@H](CC(C)C)NC(=O)NCc1ccc(Cl)cc1 reads 0.1

Following part.
SMILES	Casp6 inh	E-selectin induc	DENV2 CPE rescue	RAD52 anneal inh	GSIS activator	CFTR F508del cor	Xi reactivation	RAD54 branch
COc1ccc(-c2nc3c(c(=O)c4ccccc4n3C)c(=O)n2Cc2ccccc2)cc1	4	-1.2	4	-3	/	/	0.3	/
CC(C)COc1ccc(C(=O)N(CC(=O)Nc2ccccc2C(F)(F)F)Cc2ccco2)cc1	-3	0.5	-1	-30	-22	1.2	-0.1	/
O=S(=O)(N[C@H]1CC[C@@H](CCn2cc(-c3ccc(F)cc3)nn2)O[C@@H]1CO)c1ccccc1F	0	-1.3	-9	4	-9	0.1	-0.6	-7
CC(C)c1cc(C(=O)OCC(=O)N2CCN(C(=O)c3ccco3)CC2)c(O)c(C(C)C)c1	14	/	5	-21	-26	1.6	0.0	15
CCSc1nnc(NC(=O)COc2ccccc2)s1	1	/	0	-1	13	-1.7	/	6
COCC(=O)N1CCCCN2[C@H](CO)[C@H](c3ccc(-c4cccc(C)c4)cc3)[C@@H]2C1	/	-0.1	/	/	-9	0.5	0.2	2
CC(C)CNC(=O)C(=O)Nc1cc2c3c(c1)CCC(=O)N3CCC2	-1	/	-1	-8	1	-2.0	0.0	2
C[C@@H]1COc2cc(N3CCCC3)ccc2S(=O)(=O)N1	-4	0.0	-2	5	1	-2.5	-0.1	/
C=C1C[C@H]2[C@@H]3C=C(C)C4=CC(=O)CC[C@]4(C)[C@H]3CC[C@]2(C)[C@@]1(OC(C)=O)C(C)=O	-1	0.4	-12	-1	-17	7.3	0.2	6
COc1ccc(/C=C2/CC/C(=C\c3ccc(OC)c(OC)c3OC)C2=O)c(OC)c1OC	/	-1.3	/	/	10	/	0.1	-4
Cc1ccnc(N2CCC(C(=O)NNC(=O)c3ccncc3)CC2)n1	6	/	/	-2	11	-0.8	0.1	/
Cc1ccc(N2CC(C(=O)Nc3ccc(N4CCOCC4)cc3)CC2=O)cc1C (centres undefined)	-2	/	-1	-9	9	-0.4	0.1	9
CNC[C@H]1Oc2ccc(NC(=O)Cn3cnnn3)cc2CC(=O)N([C@H](C)CO)C[C@@H]1C	-10	8.8	13	4	2	2.8	-0.2	11
COc1ccccc1/C=C/C=N/NC(=O)c1cc(-c2ccc(C)o2)[nH]n1	0	0.0	-5	-44	/	-3.8	0.3	/
CC(CC(=O)Nc1ccc2c(c1)c(=O)n(C)n2-c1ccccc1)c1ccccc1 (centres undefined)	7	0.6	-1	-9	-3	3.5	0.7	0
C=C(C)CCC(C)N1CCC(n2nccc2NC(=O)CCOc2ccccc2)CC1 (centres undefined)	0	44*	0	-116	-2	-1.0	0.0	-2
CC/C(O)=C1\C(=O)CC(c2ccccc2)CC1=NCCc1c(C)[nH]c2ccc(C)cc12 (centres undefined)	-4	/	5	-4	/	-0.9	0.1	-5
CC1(C)CSC(=S)N1S(=O)(=O)c1ccccc1	-6	/	/	4	5	/	/	7
COc1cc(/C=C/c2nc3ccccc3c(=O)[nH]2)ccc1OC(F)F	0	0.3	2	-15	-3	-2.8	0.1	-4
CCOc1ccc(C2N(c3cc(Cl)ccc3OC)C(=O)C3CCCN32)cc1OC (centres undefined)	-5	/	-2	-46	4	1.9	0.2	-7
Cc1ccccc1OCC(=O)OCC(=O)NCc1ccc2c(c1)OCO2	1	0.0	-1	-5	/	0.2	1.1	0
O=C(COC(=O)/C=C/c1cccc(Cl)c1)NC(=O)NCc1ccccc1	-2	-0.8	-7	-15	19	-1.1	0.4	2
CC(C)(C)c1ccc(-c2nnc(SCC(=O)NCC3CCCO3)n2N)cc1 (centres undefined)	-3	-0.5	3	-3	0	-1.1	0.0	0
NCC[C@@H]1CC[C@@H](NC(=O)C2CCC2)[C@H](CO)O1	-2	-0.2	4	-8	8	-0.7	1.6	3
COc1ccc(F)cc1S(=O)(=O)N1CCN(C(=O)c2ccco2)CC1	1	-0.1	0	-5	-4	2.3	0.0	8
C=CC[C@@H](Cc1ccc(F)cc1)C(=O)OC[C@H]1CCCN1C(=O)[C@H](CC=C)CC(=O)N[C@H](CO)Cc1ccccc1	6	-0.4	?	-1	-28	0.4	1.0	-7
CNC(=O)c1ccsc1NC(=O)c1ccc(S(=O)(=O)N2CCCc3ccccc32)cc1	-1	-0.2	-6	-9	6	1.2	0.4	-2
CC=Cc1ccc2n(c1=O)C[C@H]1[C@H](CO)[C@@H](C(=O)N3CCc4ccccc4C3)N[C@@H]21 (mixture of isomers)	2	0.1	-9	-19	1	/	-0.1	3
O=C(Cc1cccnc1)N1CC(=O)N2[C@H](CO)[C@@H](c3ccc(C#CC4CCCCC4)cc3)[C@@H]2C1	-1	0.4	-1	16	-1	-1.0	0.2	/
COc1ccc(NC(=O)Cn2nnc(C(=O)NCc3cccs3)c2N)cc1	1	/	-4	-30	4	-1.2	0.1	/
CN(C)CC(=O)N1CC(=O)N2[C@H](CO)[C@@H](c3ccc(-c4ccc(C(=O)N(C)C)cc4)cc3)[C@H]2C1	-1	0.2	-6	-13	8	-3.0	0.0	/
CN1C(=O)c2cc(NC(=O)Nc3cccc(Cl)c3)ccc2OC[C@@H]2O[C@H](CC(=O)NCCc3ccncc3)CC[C@@H]21	-1	0.3	-17	-26	-21	-1.4	0.3	4
Cc1cccc(NC(=O)c2cccc3c2-c2ccccc2C3=O)n1	3	/	-3	-13	12	0.8	0.0	3
COc1ccc2c3c(n(C)c2c1)[C@@H](CO)N(C(=O)c1ccc(F)cc1)CC31CCN(C)CC1	-2	0.0	12	9	0	-0.1	0.0	/
CCCNC(=O)Nc1ccc2c(c1)C(=O)N(C)[C@H]1CC[C@H](CC(=O)O)O[C@@H]1CO2	/	-0.1	2	/	-1	-0.6	0.1	-4
CCCCCn1c(=O)[nH]c2cc(C(=O)NC3CCN(Cc4ccccc4)CC3)ccc2c1=O	-6	0.0	3	-9	-10	0.4	0.1	-3
O=S(=O)(Nc1ccc2[nH]ncc2c1)c1ccccc1Cl	-3	/	10	1	9	-3.0	0.0	-8
Cc1cc(C)c2cc(C(=O)Nc3ccccc3)[nH]c2c1	0	0.4	0	-3	/	2.0	0.0	-1
O=C(NCC1CCCO1)c1cc(-c2ccc(F)cc2)no1 (centres undefined)	5	/	7	-6	3	-3.7	0.3	0
O=C(COc1ccccc1Cl)N(Cc1cccs1)C1CCS(=O)(=O)C1 (centres undefined)	1	/	-1	-5	19	1.4	0.6	-1
O=C1CCS/C(=N\N=C\c2ccc(Cl)cc2Cl)N1	1	/	-2	-3	4	/	-0.1	/
COCC(=O)Nc1ccc2c(c1)OC[C@H](C)N(Cc1ccccc1OC)C[C@@H](C)[C@H](OC)CN(C)C2=O	-2	-0.3	-9	-6	-14	-1.2	0.1	0
CC1(C2CC2)NC(=O)N(CC(=O)N2CCN(c3ccccc3Cl)CC2)C1=O (centres undefined)	-5	-0.2	-1	2	9	-0.7	-0.1	-2
CCN(C(=O)CSc1nc(C)nc2sc(C)c(C)c12)C1CCS(=O)(=O)C1 (centres undefined)	3	/	0	-12	16	1.2	0.1	-2
COc1ccc(N(CC(=O)N2CCc3ccccc3C2)S(=O)(=O)c2c(C)nn(C)c2C)cc1	7	6.0	0	-19	6	-1.0	0.4	-5
COC(=O)C1C2C=CC3(CN(C(C)c4ccc(OC)cc4)C(=O)C13)O2 (centres undefined)	0	/	/	13	25	/	/	-1
C[C@H](O)C#Cc1ccc2c(c1)O[C@H](CN(C)C(=O)CN(C)C)[C@@H](C)CN([C@H](C)CO)S2(=O)=O	0	-0.2	24*	-21	11	0.0	0.7	1
O=C(N=C1SC2CS(=O)(=O)CC2N1c1cccc(Cl)c1)C1CCCO1 (centres undefined)	2	0.8	-6	-5	10	-1.2	0.3	-3
Cc1ccccc1-c1cc(C(=O)NCc2ccc(OC(F)(F)F)cc2)nn1CC1CC(c2cccc([N+](=O)[O-])c2)=NO1 (centres undefined)	-10	0.2	-10	-11	/	0.9	0.0	0
C[C@H]1CN([C@@H](C)CO)C(=O)Cc2cc(NC(=O)Nc3ccc(F)cc3)ccc2O[C@@H]1CN(C)CC1CC1	0	/	-4	6	1	-0.3	0.2	3
O=C(CSCc1nc2c(nnn2Cc2ccc(F)cc2)c(=O)[nH]1)Nc1c(Cl)cc(Cl)cc1Cl	-1	0.7	-10	0	/	-1.9	0.0	/
Nc1c(NCCc2ccccc2)c2ccccc2oc1=O	0	/	-2	-13	2	0.5	-0.1	-3

Hits appear at their usual frequency; about 3.7% have a hit in one of these screens.
